Bioassay records (PubChem)
Glioma ERSR ind – inducers of ER stress response in human glioma cells | AID 602332 | Potency, µM, for inactives: top-dose activation, actives largely listed as activators | actives 0.02% (n = 420,000) | U87-MG GRP78 promoter luciferase reporter, 16 h; also: potency is read from the fitted curve at half-maximal effect; series mostly up to about 76 µM; % of control where 0% means no effect; nearly all actives have a fitted effect of over 35% in size
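ERSR induction read as luciferase luminescence (Bright-Glo, 10 min at room temperature) in stably transfected human U87-MG glioma cells exposed to compounds for 16 h, using GRP78 as sensor.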
TrxR1 substrate – substrates of rat thioredoxin reductase 1. AID 588456. Potency, µM (top dose mostly 114 µM), for the others: at the highest dose activity change, negative = substrate turnover. actives 0.01% (n = 390,000). purified TrxR1 substrate turnover, NADPH consumption readout. O89049; also: potency is read from the fitted curve at half-maximal effect; % is scaled to controls: 0 for no effect and ±100 for the full control effect; nearly all actives have a fitted effect of over 50% in size
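Rat TrxR1, dispensed at 90 nM, was prereduced with 400 uM NADPH (final) for 5 min at ~22 deg C, then incubated with compound 15 min before 400 uM selenite. A first-read NADPH fluorescence drop versus no-compound background flagged substrates.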
Vif-A3F inh – inhibitors of Vif-A3F interaction; HeLa A3F-eYFP + Vif (tagged APOBEC3F with the HIV-1 protein that degrades it), YFP fluorescence increase; actives 0.2% (n = 390,000); Potency, µM (highest dose often 46.1 µM), for the others: at the top dose activity, negative = active; AID 602313; also: potency is read from the fitted curve at half-maximal effect; % of control where 0% means no effect; nearly all actives have a fitted effect of over 65% in size
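Fluorescence increase (Ex 488/Em 500-530) after overnight compound treatment at 37 deg C flags inhibition of Vif-driven A3F-eYFP loss in stable HeLa A3F-eYFP/Vif cells seeded overnight beforehand.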
Vif-A3G inh – Vif-A3G binding inhibition; Q9HC16; HeLa A3G-eYFP + Vif (tagged APOBEC3G with the HIV-1 protein that degrades it), YFP fluorescence, overnight; Potency, µM (doses to about 46.1 µM), inactives show top-dose activity, negative = active, hits mostly inhibitors; actives 0.076% (n = 410,000); AID 602310;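 also: potency is read from the fitted curve at half-maximal effect; % is scaled to controls: 0 for no effect and ±100 for the full control effect; nearly all actives have a fitted effect of over 60% in size; hits raise eYFP signal because A3G escapes Vif-driven loss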
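Read-out is eYFP fluorescence (Ex 488/Em 500-530) from Vif-expressing HeLa A3G-eYFP cells; more signal means A3G escaped Vif-mediated degradation. Cells plated overnight, compound pinned in, incubated overnight at 37 deg C.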
mIDH1 inhibitor – blocks human mutant IDH1 R132H enzyme; O75874; IDH1-R132H enzyme, NADPH consumption, diaphorase/resazurin fluorescence; actives 0.093% (n = 390,000); Potency, µM (top dose mostly 76.6 µM), without a hit: top-dose activity change, negative = inhibition, usual class: inhibitors; AID 602179; also: potency is read from the fitted curve at half-maximal effect; % is scaled to controls: 0 for no effect and ±100 for the full control effect; nearly all actives have a fitted effect of over 65% in size
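IDH1-R132H (0.5 ug/mL) preincubated 30 min with compound, then NADPH (0.016 mM) and alpha-KG (2 mM) added; 80 min at RT, pH 7.5. Remaining NADPH coupled via diaphorase/resazurin to fluorescence (540/590 nm); concentration-response curves normalized to no-enzyme control.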
PI4K2A inh – inhibitors of human PI4K2A; AID 1346378; activity change, negative = inhibition, % at 76.9 µM; actives 0.13% (n = 420,000); Q9BTU6; purified PI4K2A, ADP-Glo luminescence, 1 h; active compounds read low; in the data active = activity change below about -50%; inconclusive = mostly about -30% to -49%;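 also: -100% = wells without enzyme as full effect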
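In this quantitative HTS, ADP production by PI4K2A was quantified luminescently after 1 h at ambient temperature; 100 microM adenosine served as plate-quality control.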
RXFP1 agonist – activates the human relaxin receptor RXFP1; AID 2676; Q9HBX9; Potency, µM (series often up to 57.5 µM), without a hit: top-dose activation, actives largely listed as activators; actives 0.3% (n = 370,000); HEK293T-RXFP1 cAMP TR-FRET, 30 min; response scale: percent of porcine relaxin response, buffer zero; also: potency is read from the fitted curve at half-maximal effect; % is scaled to controls: 0 for no effect and ±100 for the full control effect; nearly all actives have a fitted effect of over 60% in size; many of its hits are not listed in these tables
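Agonist response is measured as cAMP accumulation in an RXFP1-transfected HEK293T line under PDE4 inhibition. Values are scaled between buffer-only and 29 nM porcine relaxin, and EC50s come from standard Hill equation fits.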
USP1 inh – inhibitors of human USP1/UAF1 deubiquitinase; recombinant USP1/UAF1, Ub-Rhodamine cleavage fluorescence; Potency, µM (series often up to 57.1 µM), for the others: at the top dose activity change, negative = inhibition, most hits filed as inhibitors; actives 0.23% (n = 390,000); AID 743255; also: potency is read from the fitted curve at half-maximal effect; % is scaled to controls: 0 for no effect and ±100 for the full control effect; nearly all actives have a fitted effect of over 60% in size; inactives centre near -12
Target sequence (O94782 whole entry, looked up): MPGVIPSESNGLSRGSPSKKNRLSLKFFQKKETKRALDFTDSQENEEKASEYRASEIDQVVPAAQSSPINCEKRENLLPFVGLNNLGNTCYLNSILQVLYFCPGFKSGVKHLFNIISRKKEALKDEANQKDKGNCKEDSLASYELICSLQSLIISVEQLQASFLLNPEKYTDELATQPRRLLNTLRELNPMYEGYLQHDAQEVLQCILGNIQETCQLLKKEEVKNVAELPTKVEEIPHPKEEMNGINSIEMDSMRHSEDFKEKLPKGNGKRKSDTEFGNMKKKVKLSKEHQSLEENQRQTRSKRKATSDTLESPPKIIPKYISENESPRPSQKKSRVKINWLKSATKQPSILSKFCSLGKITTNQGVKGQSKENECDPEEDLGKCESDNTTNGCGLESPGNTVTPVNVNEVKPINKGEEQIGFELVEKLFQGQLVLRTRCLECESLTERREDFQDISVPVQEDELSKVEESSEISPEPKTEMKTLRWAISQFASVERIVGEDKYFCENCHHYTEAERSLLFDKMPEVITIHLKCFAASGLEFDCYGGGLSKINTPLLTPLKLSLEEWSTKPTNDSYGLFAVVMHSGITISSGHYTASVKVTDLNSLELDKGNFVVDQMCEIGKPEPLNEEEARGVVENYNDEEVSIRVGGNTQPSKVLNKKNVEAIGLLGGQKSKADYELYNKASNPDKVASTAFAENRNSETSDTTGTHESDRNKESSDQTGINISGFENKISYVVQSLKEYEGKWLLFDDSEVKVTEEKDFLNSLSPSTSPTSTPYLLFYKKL
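USP1/UAF1 complex at 1 nM was preincubated with compound for 15 min at room temperature, then Ub-Rho substrate (150nM final) was added. Fluorescence (480/540 nm) was read kinetically, 6 reads every 60 seconds.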
LDHA inh – LDHA (human) enzyme inhibition. purified LDHA, NADH/diaphorase-resazurin fluorescence; active compounds read low. P00338. actives 0.15% (n = 480,000). activity change, % (values are at about 110 or 230 µM); in the data active = activity change below about -30%; inconclusive = mostly about -25% to -30%;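 also: plate controls were DMSO wells for no effect and wells without enzyme for full effect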
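Enzyme activity of human lactate dehydrogenase 5 (2 nM; 0.06 mM NADH, 0.2 mM pyruvate, 5 min, RT) is measured via a resazurin/diaphorase fluorescence readout of residual NADH.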
* hit, by the source's call; u = inconclusive; x = not tested or not shown; & = joins results of further samples; [ ] = another dose, or the depositor's remark. Unless noted, calls follow the shape of the dose curve; as a rule, active = well fitted curve in the direction sought with a large enough effect; inconclusive = small, poorly fitted or top-dose-only effect, or another doubt; inactive = no such curve, though single readings can be large; an effect the other way counts as inactive or inconclusive.

SMILES	Glioma ERSR ind	TrxR1 substrate	Vif-A3F inh	Vif-A3G inh	mIDH1 inhibitor	PI4K2A inh	RXFP1 agonist	USP1 inh	LDHA inh
O=c1[nH][nH]c2nc(C(F)(F)F)cc(C(F)(F)F)c12	-1.9%	-2.6%	2.4%	1.7%	13.5%	0.8	1.8%	-12.7%	-9.7
CCCCNC(=O)CS(=O)Cc1nc(-c2cccs2)oc1C (centres undefined)	-1.3%	5.2%[57.1 µM]	2.6%	2.1%	4.7%	-2.0	1.3%	-17.5%	-0.9
COc1ccc(N(CC(=O)NCC2CCCO2)C(=O)CCC(=O)Nc2cc(C)on2)cc1OC (centres undefined)	-3.8%	-0.1%	7.0%	-0.5%	11.5%	-1.8	1.6%	u	-9.3
CC(=O)Nc1cc(-c2ccoc2)cn2c(-c3ccccc3)cnc12	10.0%	x	x	u	x	-16.6	x	x	0.4
O=c1[nH]c(=O)n([C@H]2C[C@H](O)[C@@H](CO)O2)cc1Br	-2.8%&0.1%&-2.2%&-1.4%	6.5%[57.1 µM]	5.1%	-0.1%	8.9%	3.6&-2.7&2.6	0.7%	-15.8%	-4.6
COc1cc(C(=O)OC(C)c2ccc(F)cc2)ccc1OCC(=O)N1CCOCC1 (centres undefined)	-4.0%	4.2%	1.0%	3.2%	-0.1%	0.3	0.9%	-3.4%	-2.4
CC(Oc1ccc2c(-c3ccccc3)cc(=O)oc2c1)C(=O)O (centres undefined)	-2.0%	7.7%[57.1 µM]	-1.8%	0.5%	9.7%	-0.3	0.6%	-2.4%	-4.4
S=C(NC1CC1)N1CCN(C(=S)NC2CC2)CC1	-1.0%	3.0%	1.8%	-0.2%	-6.0%	-1.2	-4.6%	-7.3%	-2.0
O=C(NNC(=O)c1cccnc1SCc1cccc([N+](=O)[O-])c1)c1ccc(F)cc1	-1.2%	-9.6%	4.4%	-0.2%	8.2%	1.0	-0.2%	-12.8%	-2.9
CN(C)S(=O)(=O)c1ccc(-c2csc(N/N=C/c3ccco3)n2)cc1	-7.6%	-3.0%	-12.1%	-2.5%	-1.9%	4.7	-0.3%	-4.5%	-5.3
Cn1nc(C(C)(C)C)cc1C(=O)N1CCCC(c2cc(C(=O)NCc3ccccc3)no2)C1 (centres undefined)	-0.1%	x	x	0.1%	x	-3.0	x	x	-6.4
Nc1nc(-c2ccco2)nn1C(=O)c1ccc([N+](=O)[O-])cc1	-2.7%	-6.7%	14.8%	-7.6%	9.9%	-1.3	-0.1%	-21.3%	3.4
Cc1cccc(C)c1OCCCCc1c(C)n[nH]c1C	-1.7%	4.6%	-4.1%	1.0%	10.4%	-4.7	1.7%	-9.0%	1.9
CN(C)CCCN(C(=O)CCc1ccccc1)c1nc2ccc(F)cc2s1	-4.0%	-9.0%	-0.4%	1.5%	1.4%	-2.8	-0.2%	-9.9%	-1.3
COc1ccc2oc(=O)c(C(=O)N3c4ccccc4CC3C)cc2c1 (centres undefined)	-2.7%	-0.5%	-0.3%	0.5%	2.9%	1.1	-2.2%	2.8%	15.3&1.6
CC1CN(Cc2ccccc2)c2nc3c(c(=O)n(CC(N)=O)c(=O)n3C)n2C1 (centres undefined)	-3.9%	13.7%	-1.2%	1.5%	0.7%	-3.7	0.8%	-6.4%	-1.9
CCn1ncc(CN2CCN(Cc3ccc(OC)c(C)c3C)C(CCO)C2)c1C (centres undefined)	-7.3%	-1.1%[57.1 µM]	-2.8%	-5.5%	3.7%	7.6	-1.0%	-12.9%	-5.3
Cc1ccnc(OC(C(=O)O)C(OCCc2ccccc2)(c2ccccc2)c2ccccc2)n1 (centres undefined)	-1.5%	0.1%	1.1%	0.8%	-5.8%	-4.9	4.8%	-15.7%	1.6
CCC(=O)c1cn(CC(=O)Nc2cc(C)ccc2C)c2ccccc12	-0.1%	0.1%	1.5%	1.2%	9.9%	-3.4	-0.8%	-15.7%	-1.2
Cc1ccc(Nc2nnc(-c3ccncc3)s2)c(Br)c1	-3.3%	11.5%	0.4%	0.9%	9.8%	-2.4	-0.2%	-11.0%	-1.4
O=C(N1CCN(c2ccccc2F)CC1)C12CC3CC(CC(C3)C1)C2	-1.8%	7.7%	6.3%	3.2%	4.6%	-0.8	0.0%	-18.4%	-0.2
Nc1nc(NCC(=O)O)nc(N2CCCCCC2)c1[N+](=O)[O-]	-4.3%	-10.2%	0.5%	0.3%	2.5%	0.6	1.5%	1.1%	-4.0
COc1ccccc1CN1C(=O)C(Cc2ccccc2)ON=C1c1ncccc1C (centres undefined)	-1.1%	x	x	1.4%	x	0.7	x	x	-1.4
CC(C(=O)NC1CCCCCC1)n1cc([N+](=O)[O-])cn1 (centres undefined)	-3.0%	10.6%[57.1 µM]	-0.2%	3.1%	1.9%	-3.2	1.6%	-6.8%	-3.5
Cc1cc(NC(=O)CCl)n(-c2nc3ccccc3s2)n1	1.7%	1.6%	1.4%	1.5%	-9.1%	-0.2	6.2%	-6.2%	-2.4
CCn1nc(C(=O)NNC(=O)c2cc(Cl)ccc2OC)c2ccccc2c1=O	-1.8%	-4.4%	10.2%	-1.1%	-5.6%	-0.7	2.0%	-10.9%	-2.2
COc1ccc(S(=O)(=O)N2CCCCC2)cc1NC(=O)Cn1c(=O)cnc2ccccc21	-1.6%	1.4%	-11.7%	-0.3%	-3.4%	-5.1	x	6.4%	-7.9
CCOc1ccccc1C1NC(=O)NC(C)=C1C(=O)OC1CCCCC1 (centres undefined)	-0.6%	-0.7%	-2.2%	0.0%	-11.5%	2.0	0.0%	22.0%	-1.5
C/C(Cn1nc([N+](=O)[O-])cc1C)=N\NC(=O)c1cccc(Br)c1	2.3%	6.5%[57.1 µM]	-8.0%	-8.4%	3.6%	5.3	0.8%	-3.1%	-1.4
C=CC[C@@H](CC(=O)N(CCO)Cc1ccccc1)C(=O)NC[C@H](OC(=O)[C@@H](CC=C)CC(=O)OC(C)(C)C)c1ccccc1	-2.9%	-0.9%[57.1 µM]	0.8%	-16.8%	4.9%	3.1	x	-19.2%	3.8
Cn1c(=O)c2sccc2n2c(CCCC(=O)NCCc3ccccc3)nnc12	-0.6%	-0.4%	2.7%	0.5%	-2.1%	4.1	u	-14.3%	-3.2
CC(NC(=O)CSc1n[nH]c(N)n1)c1ccccc1 (centres undefined)	-2.2%	8.6%	6.4%	2.8%	14.6%	6.3	2.8%	-18.2%	-7.1
CCOc1ccc(NC(=O)Cn2ncc3ccccc32)cc1	6.6%	3.5%	-3.0%	-6.8%	14.3%	5.3	0.9%	-20.0%	-2.2
CSc1nc(N)nc2c1ncn2Cc1ccccc1	-0.7%	9.9%	8.7%	-1.1%	-10.5%	2.2	x	-23.7%	-5.4
Cc1ccc(CSCc2ccc(C(=O)NC3CCCC3)o2)cc1	-0.7%	8.6%	-15.1%	-4.4%	2.7%	-3.9	-1.8%	-23.9%	-4.0
Cc1noc(C)c1C(=O)N1CCC1(C)C(=O)NS(=O)(=O)c1ccccc1Cl (centres undefined)	-1.4%	x	x	3.1%	x	0.6	x	x	-3.3
Cc1cc(C)n2nc(SC(C)C(=O)N(C)c3ccccc3)nc2n1 (centres undefined)	-2.1%	-13.5%	-12.9%	-1.3%	3.6%	-3.3	3.8%	-15.9%	-3.5
CN(Cc1c(F)cccc1Cl)C(=O)c1ccc(COc2ccccc2)cc1	1.2%	-6.3%	12.9%	-0.8%	1.5%	-2.1	-1.9%	-14.7%	-0.6
Cc1ccc(C)c(N2CCN(C(=O)c3csc4ccccc34)CC2)c1	-4.9%	-8.2%	-3.5%	-14.9%	2.6%	-2.9	0.2%	-10.3%	4.9
CCN(CC)C(=O)[C@H]1C[C@H](CC(=O)NCc2ccc(OC)c(OC)c2)C(=O)N2CCc3c([nH]c4cc(-c5ccco5)ccc34)[C@]12C	-2.4%	38.0%[activator]	0.6%	-1.7%	13.0%	-13.0	x	-31.5%	0.5
CC(NC(=O)c1ccc(NC(=O)c2ccco2)cc1)c1ccccc1 (centres undefined)	-1.7%	-1.4%	0.5%	0.4%	5.2%	-4.4	-0.7%	-15.0%	-3.7
COCCNCC(=O)Nc1ccccc1Sc1ccccc1	-2.6%	-0.1%	1.9%	-0.2%	2.3%	3.6	-0.1%	-13.9%	-7.9
Cc1ccc(C)c(N(Cc2ccccc2F)S(C)(=O)=O)c1	-1.8%	-1.9%[57.1 µM]	6.3%	2.0%	11.5%	1.5	-2.2%	-6.7%	-3.8
CCOc1ccc(S(=O)(=O)N2CCCC(C(=O)NCc3cccnc3)C2)cc1 (centres undefined)	-2.1%	-9.0%	3.2%	-0.8%	1.1%	0.1	0.5%	-18.6%	1.6
CC(C)n1cc(C(=O)c2ccccc2O)cc(C#N)c1=O	-2.9%	-5.3%	12.7%	-0.2%	-7.4%	-2.4	0.1%	-2.2%	-0.5
O=C(c1ccccn1)c1conc1C(=O)c1ccc(Br)cc1	4.2%	3.8%	-4.3%	-8.3%	1.4%	6.7	-1.1%	-15.4%	2.0
c1ccc(-c2noc(CSc3nnnn3C3CCCCC3)n2)cc1	4.5%	3.7%	11.4%	-0.2%	5.5%	-2.3	9.5%	-21.4%	-2.8&6.2
CCC(C)c1ccc(NC(=O)C2CCN(c3ccc(C(F)(F)F)cn3)CC2)cc1 (centres undefined)	-1.3%	6.5%[57.1 µM]	0.4%	-0.7%	3.4%	-8.3	-0.6%	-1.4%	-3.3
Cc1cc(N2CCOCC2)n2cc(-c3ccccc3)nc2n1	0.5%	18.3%	-0.1%	0.2%	-0.7%	4.1	4.0%	-30.3%	-14.3

Only part of the results is shown (hit frequency here may not be typical).
